ASAP1 inh – blocks human ASAP1-stimulated Arf1 GTP hydrolysis; AID 624377; Q9ULH1; GDP FP detection; inhibition, % at 16.5 µM; hit rate 0.19% among 360,000; in the data active = inhibition above about 25%;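 also: 0% = vehicle with enzyme and substrate and 100% = no enzyme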
Target sequence (Q9ULH1 325-724 limits assumed): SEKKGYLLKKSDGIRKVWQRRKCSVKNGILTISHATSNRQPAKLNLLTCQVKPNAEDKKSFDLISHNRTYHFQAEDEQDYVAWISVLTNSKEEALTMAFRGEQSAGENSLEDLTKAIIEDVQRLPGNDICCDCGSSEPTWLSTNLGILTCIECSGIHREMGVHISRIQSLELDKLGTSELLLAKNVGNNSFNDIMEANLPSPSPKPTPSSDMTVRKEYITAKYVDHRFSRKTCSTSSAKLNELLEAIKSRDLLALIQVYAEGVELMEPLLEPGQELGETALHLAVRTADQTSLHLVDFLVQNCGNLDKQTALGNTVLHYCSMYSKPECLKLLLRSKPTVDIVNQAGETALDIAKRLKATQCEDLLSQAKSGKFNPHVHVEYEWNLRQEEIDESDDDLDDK
ARFGAP1 inh – inhibitors of rat ARFGAP1; hit rate 0.26% among 360,000; inhibition, % at 16.5 µM; AID 651572; Arfgap1-stimulated ARF1 GTP hydrolysis, GDP FP detection; Q62848;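 active = inhibition above a per-plate limit, mean inhibition of low control wells plus 3 SD, cut at about 25% in these data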;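 also: 0% = DMSO wells with enzyme and 100% = wells lacking Arfgap1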
Target sequence (Q62848 1-136 limits assumed): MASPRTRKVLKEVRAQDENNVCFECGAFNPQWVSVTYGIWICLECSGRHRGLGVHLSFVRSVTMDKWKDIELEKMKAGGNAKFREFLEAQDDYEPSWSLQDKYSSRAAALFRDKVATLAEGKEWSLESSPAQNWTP
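Material: truncated rat Arfgap1 GAP domain; Incubation: compound-enzyme preincubation 20 min, reaction 120 min, detection 60 min, 25 °C; Read-out: percent inhibition of Arfgap1-stimulated GTP hydrolysis; Technique: FP, GDP Alexa 633 tracer displaced from anti-GDP antibody, 620/688 nm; Controls: No-Arfgap1 wells (100%) versus DMSO full-reaction wells (0%); Replication: single well per compound.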
DDE Tn6 FP inh – DD(E)-Tn6 binding inhibition, primary FP screen | P02675 | inhibition, % at 8.3 µM | Fibrin DD(E) TRITC-Tn6 fluorescence polarization displacement | hit rate 0.21% among 370,000;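 active = inhibition above a per-campaign cutoff: mean of compounds within control limits plus 3 SD, cut at about 15% in these data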;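 also: 0% = median of all compound wells on the plate and 100% = blocking peptide control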
PLC-beta3 inh – PLC-beta3 (human) inhibition, primary screen; Purified PLC-beta3, fluorogenic substrate, fluorescence; hit rate 0.18% among 370,000; inhibition, % at 12.2 µM; AID 720704; in the data active = inhibition above about 11%;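 also: 0% = median of compound wells on plate and 100% = full blocker control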
Tn7 DDE FP – inhibitors of Tn7 peptide binding to human fibrin DD(E). FP displacement of FITC-Tn7 peptide from fibrin DD(E); 0% = median of compound wells per plate. inhibition, % at 8.3 µM. hit rate 0.13% among 370,000. AID 720508;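 active = inhibition above the mean of compounds falling within the control limits plus 3 SD of them, cut at about 14% in these data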;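 also: 0% = plate median of compound wells and 100% = 10 µM Aha-Tn7 peptide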
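Assay system: human fibrin DD(E) protein / Input: 2 µM fibrin DD(E) / Benchmarks: high control of 10 µM Aha-Tn7 peptide / Measured by: fluorescence polarization of the labelled Tn7 tracer / Medium: Tris buffer with calcium and detergent, pH 7.8 / Timing: 10 min compound pre-incubation, 3 h probe incubation at room temperature / Repeats: one replicate per compound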
Rev-erbA mod – modulators of human Rev-erb alpha DNA binding. P20393. Rev-erbα–FITC-DNA binding, fluorescence polarization, 90 min. activity, % at 10 µM. hit rate 0.79% among 370,000;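 active = activity above about 14%, limit read from the data; passing the limit was not always enough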;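 also: 0% = DMSO wells with 35 nM protein and 100% = DMSO wells with 750 nM protein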
sPLA2-III inh – Inhibits HGIII-sPLA2 liposome hydrolysis, primary screen; QFRET BODIPY PC-A2 liposome hydrolysis, fluorescence; AID 743126; inhibition, % at 12.2 µM; hit rate 0.56% among 370,000;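 active = inhibition above mean plus 3 SD of compounds lying within the high and low control bounds, cut at about 19% in these data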;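 also: 0% = median of test compound wells and 100% = no enzyme DMSO wells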
Target sequence (Q9NZ20 whole entry, looked up): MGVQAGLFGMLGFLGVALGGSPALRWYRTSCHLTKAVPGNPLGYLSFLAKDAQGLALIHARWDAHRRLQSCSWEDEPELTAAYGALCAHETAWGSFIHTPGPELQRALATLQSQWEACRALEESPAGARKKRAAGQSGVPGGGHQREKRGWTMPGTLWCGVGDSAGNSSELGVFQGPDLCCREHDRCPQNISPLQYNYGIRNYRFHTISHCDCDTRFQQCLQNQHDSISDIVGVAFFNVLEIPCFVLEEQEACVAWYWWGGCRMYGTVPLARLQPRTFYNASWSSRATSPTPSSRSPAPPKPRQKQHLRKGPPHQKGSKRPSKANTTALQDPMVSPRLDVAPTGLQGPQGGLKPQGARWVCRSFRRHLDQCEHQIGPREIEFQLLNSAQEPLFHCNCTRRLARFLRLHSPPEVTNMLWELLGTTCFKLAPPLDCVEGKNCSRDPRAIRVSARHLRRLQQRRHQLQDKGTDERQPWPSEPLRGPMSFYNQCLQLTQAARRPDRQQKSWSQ
UHRF1 binding – human UHRF1 methylated DNA binding inhibitors. Q96T88. UHRF1 binding to methylated oligo, TR-FRET. inhibition, % at 4.4 µM. hit rate 0.75% among 370,000; in the data active = inhibition above about 21%;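 also: UHRF1 SRA domain binding a hemimethylated CpG hairpin DNA probe; 0% = median of test compound wells and 100% = reference inhibitor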
KLK7 zymogen act – activates the human kallikrein-7 zymogen. purified proKLK7, EDANS-DABCYL substrate fluorescence; 100% is mature enzyme control, 0% vehicle. activation, % at 7 µM. hit rate 0.9% among 370,000. AID 652039;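 active = activation above the mean of all tested compounds plus 3 SD, computed per campaign excluding outliers beyond control limits, cut at about 13% in these data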
PLCg1 inh – blocks human PLC-gamma1 enzyme activity. inhibition, % at 12.2 µM. AID 720700. hit rate 0.84% among 370,000. purified PLC-gamma1, fluorogenic substrate, fluorescence; in the data active = inhibition above about 9.5%
* marks the source's active call; other numbers are inactive results; nt = no result given; & = joins results of further samples.

SMILES	ASAP1 inh	ARFGAP1 inh	DDE Tn6 FP inh	PLC-beta3 inh	Tn7 DDE FP	Rev-erbA mod	sPLA2-III inh	UHRF1 binding	KLK7 zymogen act	PLCg1 inh
O=C(Nc1cccc(Cl)c1)c1ccc2ncsc2c1	7	6	-8	-3	-6	-2	-2	6	-0.6	8
O=C1CC2(CCN(S(=O)(=O)c3ccccc3F)CC2)Oc2ccccc21	-11	-2	-1	-15	-1	4	8	1	0.1	-11
COC(=O)c1ccc(NC(=O)C(=O)N2CCN(C(=S)NCCc3ccccc3)CC2)cc1	18	-7	-1	3	-10	-6	-1	12	-0.4	4
CCc1ccc(NC(=O)c2cnc3scc(C)n3c2=O)cc1	7	-8	-2	-33	4	1	1	46*	0.4	-42
CC1CC(C)CN(S(=O)(=O)c2ccc(C(=O)OCC(=O)Nc3ccccc3)cc2)C1 (stereo not given)	-7	1	-6	1	-6	-3	1	-2	0.6	1
CCOC(=O)c1cc(S(=O)(=O)N2CCN(C(=O)OCC)CC2)cn1C	-8	-1	-4	3	-3	-5	1	-4	0.2	1
COc1ccc(COc2ccccc2C(N)=O)cc1F	-7	-5	5	0	1	1	14	7	-0.4	-1
Cn1c(CNc2ccccc2)cc(=O)n(C)c1=O	-7	5	0	-3	-2	-3	7	3	-0.8	0
O=c1cc(-c2ccccc2)oc2cccc(O)c12	-2	-1	3	4	3	2	-3	-3	0.3	1
Cc1cccc(C)c1NC(=O)C1(C)CN(S(C)(=O)=O)CC(=O)N1CCCN1CCOCC1 (stereo not given)	-7	-5	11	0	-7	2	14	2	-0.5	1
COc1ccc(C(=O)NC(=S)NNC(=O)c2cnccn2)cc1	10	17	-8	2	1	-2	4	0	-0.2	2
CC(=O)c1ccc(Cc2ccc(C(C)=O)cc2)cc1	-7	-14	9	10	7	-4	-1	-3	0.1	4

Ordered by formula weight (falling): some entries from above.
SMILES	ASAP1 inh	ARFGAP1 inh	DDE Tn6 FP inh	PLC-beta3 inh	Tn7 DDE FP	Rev-erbA mod	sPLA2-III inh	UHRF1 binding	KLK7 zymogen act	PLCg1 inh
Cc1cccc(C)c1NC(=O)C1(C)CN(S(C)(=O)=O)CC(=O)N1CCCN1CCOCC1 (stereo not given)	-7	-5	11	0	-7	2	14	2	-0.5	1
O=C(Nc1cccc(Cl)c1)c1ccc2ncsc2c1	7	6	-8	-3	-6	-2	-2	6	-0.6	8
Cn1c(CNc2ccccc2)cc(=O)n(C)c1=O	-7	5	0	-3	-2	-3	7	3	-0.8	0
O=c1cc(-c2ccccc2)oc2cccc(O)c12	-2	-1	3	4	3	2	-3	-3	0.3	1

(next part)
SMILES	ASAP1 inh	ARFGAP1 inh	DDE Tn6 FP inh	PLC-beta3 inh	Tn7 DDE FP	Rev-erbA mod	sPLA2-III inh	UHRF1 binding	KLK7 zymogen act	PLCg1 inh
COc1cccc(CN(C)CC(=O)NC(=O)NCc2ccco2)c1	-8	4	18*	1	-5	-2	-7	1	-0.6	-2
C=C1C[C@]23C[C@@]1(O)CC[C@H]2[C@@]12C=C[C@H](O)[C@@](C)(C(=O)O1)[C@H]2[C@@H]3C(=O)O	6&1	0&8	-6&-7	1&2	0&-4	-1&0	3&-5	1&0	-0.3&-0.1	-2&1
COc1cccc(C2c3[nH]c4ccccc4c3C[C@H]3C(=O)N(CCCCCO)CC(=O)N23)c1 (stereo not given in full)	5	-10	-3	-6	-9	-6	-4	2	1.1	4
C=CCn1nnnc1-c1cc(Cl)cc(Cl)c1	-4	0	-1	0	1	-1	-4	-2	-0.6	2
CCCCNC(=S)NNC(=O)c1csc2c1CCC(C)C2 (stereo not given)	-6	0	0	-1	10	-2	6	1	0.6	-1
COc1cccc(OCC(O)CN2CCN(c3ccc(Cl)cc3)CC2)c1 (stereo not given)	-3	10	4	-3	-1	2	5	3	0.6	4
CC(=O)OCC(=O)Nc1ccc(Cl)cc1Cl	-7	4	4	3	-4	9	12	3	-0.7	10*
COc1ccccc1N=NC1C(=O)N(C(N)=S)N=C1C (stereo not given)	-2	4	0	1	-2	9	5	-29	0.4	5
COCCNC(=O)c1ccc2c(=O)n(Cc3ccco3)c(SCC(=O)NC3CCCC3)nc2c1	0	-4	5	0	-9	-4	5	-1	-0.3	1
CCC(=O)Nc1cc(C)c(NC(=O)c2ccco2)cn1	-9	7	0	-2	-2	5	6	2	-0.1	4
CCCc1cc(C(=O)NCCc2ccccc2)no1	1	-11	3	-1	-7	2	6	2	0.0	1
O=C(Nc1ccccc1C(F)(F)F)c1ccsc1	1	-3	-5	-2	7	-3	17	4	-0.6	5
COc1cc(-c2nnc(SCC(=O)N3CCCC3)o2)cc(OC)c1OC	9	5	2	0	10	1	7	3	-0.1	4
Nc1nnc(SCC(=O)Nc2cc(F)ccc2F)s1	5	-15	1	-4	3	-2	-3	-1	-0.4	-1
Cc1cc(OCc2cc3c(cc2Cl)OCO3)c2c(C)cc(=O)oc2c1	13	3	-4	0	-5	-2	-2	-1	0.1	0
CC(=O)NC12CC3CC(C1)CC(C(=O)N1CCN(S(=O)(=O)c4cccs4)CC1)(C3)C2	-5	8	7	0	-6	-8	0	3	-0.3	1
O=S1(=O)N[C@@H](Cc2ccccc2)COc2cccc(N3CCC[C@H]3CO)c21	17	-2	-1	0	-2	7	1	-1	0.0	0
COc1ccc(-n2nc(C(=O)NCC(=O)NCc3ccccc3OC)c3ccccc3c2=O)c(OC)c1	18	-5	-2	-13	0	0	-1	-3	-0.3	2
CC1CCC2C(=O)N(c3cccc(OS(=O)(=O)c4ccccc4)c3)C(=O)C2C1 (stereo not given)	0	-17	4	3	3	5	-6	0	0.4	-1
COc1ccc(S(=O)(=O)Nc2ccc3c(c2)[C@H]2C[C@H](CC(=O)NCC4CC4)O[C@@H](CO)[C@H]2O3)cc1	-15	-5	-3	-2	2	-9	11	-3	0.0	-4
O=S(=O)(NCc1ccccc1)c1ccc(S(=O)(=O)N2CCCC2)cc1	17	-1	0	3	4	7	-14	1	-0.2	-2
O=C(Nc1ccc2c(c1)OCO2)N1CCCC1	-6	-6	-2	1	2	1	-2	3	-0.4	4
CCCOc1nnnn1-c1ccccc1	6	8	3	1	4	5	4	-1	-0.2	0
CCC(=O)Nc1ccc(Cl)c(NC(=S)NC(=O)c2cc3ccccc3o2)c1	-1	7	9	0	-1	15	2	-1	-0.3	0
Cn1cnc2c(N3CCCCC3)nccc21	2	5	-3	0	-10	-3	5	1	-0.2	-1
Cc1ccc(Cn2cc(C(=O)c3ccc(F)cc3)c(=O)c3cc4c(cc32)OCCO4)cc1	-6	0	4	2	-8	-2	-2	-4	0.6	-1
CC(=O)Nc1ccc(C(=O)NNC(=O)Cc2ccccc2)cc1	-5	-8	1	1	9	-6	6	1	-0.2	0
COc1ccc(NC(=S)N/N=C2\CC(C)(C)Oc3ccc(OC)cc32)cc1	6	12	5	-7	-8	2	16	1	-1.6	2
Cc1cc(OCC(=O)Nc2ccccc2C(N)=O)c2c(C)cc(=O)oc2c1	-7	-5	0	-19	-5	5	-5	-2	0.6	-18
CC(=O)c1ccccc1OCCCCN1CCCCC1	3	-2	4	-3	5	1	0	-1	-0.8	-2
COc1cc(/C=C/C(=O)OCC(=O)N2CC3(C)CC2CC(C)(C)C3)ccc1O (stereo not given)	7	-11	4	-62	5	3	-24	1	-0.7	-45
COc1ccccc1CNC(=O)CCCn1nc(C)c2c(C)n(-c3ccc(C)cc3)nc2c1=O	7	11	-6	-6	-9	7	8	-3	-0.2	0
Cc1cc2nc(C3CCCCC3)c(Cc3cccc(F)c3)n2c(C)c1Br	4	13	-2	-10	-9	-1	-14	-2	0.0	-9
CN(CCC#N)C(=O)COC(=O)[C@H](Cc1ccccc1)N1C(=O)c2ccccc2C1=O	-6	2	-1	-4	5	9	2	-3	-0.3	0
O=c1cc(CN2CCOCC2)nc(C2CC2)[nH]1	-13	-11	9	0	9	1	-5	-3	-0.2	0
OCC1OC(Oc2cccc3ccccc23)C(O)C(O)C1O (stereo not given)	7	15	-5	-3	1	26*	4	0	0.3	1
CC1(C)CC(=O)C=C(c2ccc3c(c2)OCO3)C1	-1	5	2	-136	0	0	8	-5	2.1	-77
Cc1ccc(-n2c(SCCN)nnc2-c2cccc(C)c2)cc1	4	3	-3	-2	7	-6	5	6	0.3	9
CCOc1ccccc1NC(=O)Cn1nc(-c2ccco2)ccc1=O	-2	11	1	-48	-6	-4	-3	-1	0.1	-30
CCN1CCC(NC(=O)Nc2cc(Cl)ccc2OC)CC1	-9	2	6	1	-1	0	-2	1	0.2	1
CCn1cnc2cc(NCc3ccc(C)cc3)ccc21	9	3	2	-48	7	2	4	0	0.0	-33
CCOc1ccc2nc(N/C(N)=N/C(=S)Nc3cccc(C)c3)nc(C)c2c1	2	11	4	-7	2	35*	1	-1	1.9	-9
COc1ccc(CC(=O)N(CCC2=CCCCC2)c2c(N)n(Cc3ccccc3)c(=O)[nH]c2=O)cc1	-10	2	-2	-5	-2	7	2	5	-0.1	-7
COc1cccc(Cn2cc(COC(=O)N(C)Cc3ccccc3)nn2)c1	nt	nt	2	0	2	4	2	1	-0.5	0
CNC(=O)c1sc(Nc2cc(C)ccc2C)nc1C	14	4	1	-2	-5	0	4	-1	0.1	0
O=C(NC1CCS(=O)(=O)C1)c1cccs1 (stereo not given)	-4	2	2	2	-6	1	2	4	0.5	0
COc1cc(OC)cc(C(=O)NCC(=O)OCC(=O)N2CC(C)CC(C)C2)c1 (stereo not given)	-10	2	3	4	5	4	5	0	0.8	0
Cc1noc(C)c1NC(=O)Nc1ccc2c(c1)C(=O)N([C@H](C)CO)C[C@H](C)[C@@H](CN(C)S(C)(=O)=O)O2	-6	-6	3	-1	-2	-1	7	-4	0.4	0
O=C(Nc1ncc(Cc2cccc(C(F)(F)F)c2)s1)c1ccc(-c2cccc([N+](=O)[O-])c2)o1	-3	-2	0	2	3	2	2	1	0.4	0
COC(=O)c1sccc1NC(=O)COc1ccc(Cl)cc1Cl	-6	-2	8	5	-2	4	5	1	0.3	5
COc1ccc(CNc2ccccc2SC)cc1OC	3	0	2	-5	-10	-1	5	-1	-0.4	-4
COc1ccccc1N1CCN(Cc2cc(OC)c3c(c2)OCO3)CC1	4	-5	-8	4	10	0	6	0	0.1	6
Cc1c(C(=O)NC2CCCc3ccccc32)oc2ccc(S(=O)(=O)N3CCCC3)cc12 (stereo not given)	-8	12	-3	2	-7	-8	5	1	0.1	3
Cc1ccc(S(=O)(=O)N2CCC(C(=O)OCCOc3ccccc3)CC2)cc1C	19	6	-11	-2	-1	1	-7	3	0.4	1
COc1cccc(CN(C)Cc2c(O)ccc3ccccc23)c1	1	-10	-7	-13	3	-1	-9	8	-1.9	-3

Outcome played no part in choosing rows. About 4.5% of those tested had a hit in this group.
